Screens as filed in PubChem BioAssay.
Siah-1 displacement: Siah-1 peptide-binding antagonists, primary screen, biochemical, fluorescence polarization, rhodamine-plectin, uHTS (AID 1817) | Siah-1 / rhodamine-plectin peptide fluorescence polarization; higher % means a stronger effect | one-dose displacement, % at 20 µM; IC50 in µM for titrated hits | 290,000 tested, 0.02% active;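 active = displacement of at least 50% at 20 µM, with a fluorescence ratio check between 0.3 and a set limit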;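 also: plate controls were Siah plus tracer with DMSO for no effect and tracer alone without Siah for full effect; strong numbers were not always called active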
LYP phosphatase: inhibitors of LYP phosphatase, biochemical, fluorescence intensity, uHTS (AID 1779); recombinant LYP phosphatase, fluorescence intensity; higher % means a stronger effect; 290,000 tested, 0.054% active; inhibition, % at 11.5 µM, or IC50 in µM where a hit was titrated; in the data active = inhibition above about 50%;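 also: plate controls were vehicle with enzyme for no effect and no enzyme for full effect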
GPR35 antagonists: GPR35 antagonists blocking zaprinast-driven arrestin recruitment, primary screen, imaging, U2OS, beta-arrestin-GFP, zaprinast agonist (AID 2058) | U2OS GPR35 beta-arrestin-GFP translocation imaging, zaprinast antagonism; higher % means a stronger effect | inhibition, % at 10 µM, or IC50 in µM where a hit was titrated | 290,000 tested, 0.052% active;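 active = inhibition of at least 50% with at least 30 cells and total cytoplasm GFP at most 10,000,000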
HIV fusion peptide: inhibitors of HIV fusion peptide binding, primary screen, biochemical, uHTS, fluorescence dequenching (AID 1986). cell-free peptide binding, fluorescence dequenching, 30 min; higher % means a stronger effect. inhibition, % at 20 µM; hits with a dose series show IC50 in µM. 290,000 tested, 0.3% active; in the data active = inhibition mostly above about 52%, no sharp cut-off; inactive = mostly below about 76%; also: some results filed as inactive read as strong as hits
Salmonella PhoP GFP: inhibitors of PhoP regulon expression, primary screen, Salmonella Typhimurium, GFP reporter (AID 1863); S. Typhimurium PhoP-regulated promoter GFP reporter, 4 h; higher % means a stronger effect; inhibition, % at 50 µM; hits with a dose series show IC50 in µM; 300,000 tested, 0.16% active;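 active = inhibition over 29.93%, a cutoff 3 SD above the screen mean, later confirmed by dose response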;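 also: 0% = low Mg2+ inducing control and 100% = high Mg2+ repressing control; strong numbers were not always called active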
Rac1 GTP hydrolysis: MgcRacGAP GTPase-activating activity inhibitors, confirmation, biochemical, ADP Hunter fluorescence; AID 624330; one-dose inhibition, % at 30 µM; IC50 in µM for titrated hits; 340,000 tested, 0.6% active; MgcRacGAP-stimulated Rac1 GTP hydrolysis, ADP Hunter fluorescence; higher % means a stronger effect; GST-tagged Rac1 F28L mutant substrate;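 active = first-screen hits whose inhibition reached a set limit at any dose in the follow-up dose series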;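 also: fluorescence reports GDP produced by GAP-driven GTP hydrolysis; strong numbers were not always called active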
Myeloid diff 2: compounds promoting myeloid differentiation; calls only at 10 µM; 360,000 tested, 1% active; AID 624256; ER-HoxA9 myeloid progenitors, lysozyme-GFP differentiation, flow cytometry;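 active = normalized GFP-positive differentiation at or above the plate's own cutoff, the solvent-only control mean plus 3 SD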;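 also: cells exposed to compound for four days before flow analysis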
GPR55 antagonists: inhibition of LPI-stimulated GPR55 beta-arrestin translocation – imaging, U2OS, beta-arrestin-GFP, LPI agonist, primary screen (AID 2013); U2OS GPR55 beta-arrestin-GFP translocation imaging, LPI antagonism; higher % means a stronger effect; inhibition, % at 10 µM, or IC50 in µM where a hit was titrated; 290,000 tested, 0.13% active;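 active = spots per cell inhibited over 60%, with over 100 cells counted and total cytoplasm intensity under 500,000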;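 also: U2OS cells stably carrying GPR55 and arrestin-GFP stimulated by 5 µM LPI near EC80; imaged beta-arrestin-GFP aggregate spots per cell after agonist stimulation; plate controls were LPI-stimulated DMSO wells for no effect and DMSO wells without LPI for full effect; some results filed as inactive read as strong as hits; confirmed hits need IC50 under 10 µM and bright autofluorescent wells are also inconclusive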
NTR1 agonist: agonists of NTR1, primary screen, imaging, U2OS cells, beta-arrestin-GFP, high content (AID 493036) | activation, % at 20 µM | NTR1-U2OS beta-arrestin-GFP spot imaging, agonist mode | P30989 | 330,000 tested, 0.17% active;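 active = activation at or above 40% of the spot to cytoplasm intensity ratio, with at least 20 cells analyzed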;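 also: 0% = DMSO without peptide and 100% = 100 nM NTR1 peptide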
Target sequence (P30989 whole entry, looked up): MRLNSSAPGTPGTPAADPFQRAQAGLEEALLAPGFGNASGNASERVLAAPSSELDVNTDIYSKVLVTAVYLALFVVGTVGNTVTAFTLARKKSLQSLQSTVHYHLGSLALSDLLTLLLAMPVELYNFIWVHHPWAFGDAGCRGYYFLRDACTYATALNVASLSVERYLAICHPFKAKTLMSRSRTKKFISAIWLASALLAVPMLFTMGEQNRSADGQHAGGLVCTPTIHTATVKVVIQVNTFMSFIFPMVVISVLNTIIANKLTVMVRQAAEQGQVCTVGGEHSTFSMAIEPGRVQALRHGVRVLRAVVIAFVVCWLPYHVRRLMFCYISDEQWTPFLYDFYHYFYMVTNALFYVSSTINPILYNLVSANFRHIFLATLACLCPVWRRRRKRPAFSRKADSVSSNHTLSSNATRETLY
NTR1 agonist cell count 20 µM: recorded beside NTR1 agonist, whose call it bears; cell count; measured here: cell count, cytotoxicity flag
Myeloid diff 2 GFP+ MAC1+ %: also measured in Myeloid diff 2; calls as there; GFP+ MAC1+ double positive, %; measured here: differentiation confirmed by MAC1 staining
Numbers without * were called inactive; i = inactive; / = no result given.

Under each structure – Siah-1 displacement, LYP phosphatase, GPR35 antagonists, HIV fusion peptide, Salmonella PhoP GFP, Rac1 GTP hydrolysis, Myeloid diff 2, Myeloid diff 2 GFP+ MAC1+ %, GPR55 antagonists, NTR1 agonist, NTR1 agonist cell count 20 µM
1. CCOC(=O)c1c(S(=O)(=O)N2CCCCC2C)c(C)n(C)c1C (configuration not stated)
    3%, -8%, 20%, -0.7%, 1%, 0%, i, 0.9, 0%, 0.2, 66
2. COc1ccccc1C(=O)Nc1nc(-c2ccc3c(c2)OCCO3)cs1
    8%, -1%, 12%, -1.2%, 2%, -2%, i, 2.0, 3%, 6.9, 52
3. O=c1c(Cl)c(Nc2cccc(Cl)c2)cnn1-c1nc2ccccc2s1
    4%, 10%, -16%, -0.9%, 16%, 6%, i, 1.0, 1%, 6.0, 71
4. O=C(CN1CCCCCC1)Nc1ccc(Br)cn1
    -3%, -8%, -4%, -1.0%, 8%, -8%, i, 1.0, -3%, 1.5, 56
5. CC(C)NC(=O)Cn1cc(C#N)c2cc(Br)ccc21
    2%, -5%, -4%, 1.5%, -1%, 6%, i, 9.8, 4%, 0.8, 59
6. O=C(CCCCn1c(=O)c2ccccc2n(Cc2ccccc2F)c1=O)NC1CCN(Cc2ccccc2)CC1
    6%, -2%, -8%, 0.6%, -4%, 9%, i, 0.7, 25%, 3.7, 56
7. OCC1(CCc2ccccc2)CCCN(CCCC(F)(F)F)C1 (configuration not stated)
    8%, -6%, -1%, 1.3%, -3%, 5%, i, 0.2, -2%, 0.3, 52
8. CC(C)C[C@H](NC(=O)OC(C)(C)C)c1nnc(SCc2ccccc2)o1
    1%, -5%, -2%, -2.0%, -2%, 6%, i, 0.7, -1%, 6.2, 78
9. O=C(O)C(c1ccccc1)C(c1ccccc1)c1ccccc1 (configuration not stated)
    0%, -10%, 8%, 2.8%, -5%, 4%, i, 0.5, 3%, -0.1, 87
10. Cc1ccc(NC(=O)Cc2cc(C(=O)O)c3ccccc3n2)c(C)c1
    6%, -6%, 26%, 5.3%, 1%, 10%, i, 0.6, 7%, 17, 37
11. O=C(Nc1nc2ccccc2n1CCN1CCOCC1)c1ccccc1
    -1%, 1%, -8%, 0.7%, -5%, 10%, i, 0.5, 0%, 1.2, 35
12. CC(C)(C)OC(=O)[C@H]1[C@H](c2ccc([N+](=O)[O-])cc2)C2(C(=O)c3ccccc3C2=O)C2c3ccccc3C=NN21 (some centres not stated)
    -1%, -4%, 11%, 4.6%, -2%, 8%, i, 0.2, 0%, 2.2, 44
13. Cc1cc(-c2cccs2)n[nH]1
    1%, 2%, 12%, -2.3%, 25%, 7%, i, 0.8, 11%, 0.9, 40
14. Cc1nn(C)c(=O)n1-c1ccc(OCc2ccccc2)cc1
    -2%, -1%, -16%, -3.1%, -4%, 13%, i, 0.7, 2%, -1.2, 82
15. Cc1ccc(S(=O)(=O)NCCc2cn3nc(C)c(C)nc3n2)cc1C
    16%, -8%, -3%, 0.0%, -3%, -2%, i, 2.5, 0%, 1.4, 58
16. CCCCC(=O)c1ccc(O)cc1O
    /, /, /, /, 4%, 9%, i, 0.8, /, 1.0, 65
17. CCn1cc(C(=O)O)c(=O)c2cc(F)c(N3CCN(C(=S)NC(=O)c4ccc(OC)cc4)CC3)cc21
    10%, -6%, -6%, 2.9%, 11µM*, 7%, i, 0.6, 15%, 2.1, 66
18. COC(=O)c1ccc(NC(=O)Nc2ccc([N+](=O)[O-])cc2)cc1
    12%, -4%, -8%, -0.9%, 0%, 13%, i, 0.7, -18%, 24, 69
19. COc1ccc(CSc2nc3ccccc3[nH]2)cc1
    -4%, -7%, 6%, -1.7%, 2%, 9%, i, 0.3, 8%, -1.3, 63
20. CNS(=O)(=O)c1cc(C(=O)O)ccc1OC
    4%, -10%, 21%, 1.8%, 0%, -3%, i, 0.1, -8%, -0.9, 88
21. Cc1ccc(C2(C)NC(=O)N(CC(=O)Nc3cccnc3Cl)C2=O)cc1 (configuration not stated)
    -8%, -5%, 23%, -2.1%, 2%, 3%, i, 1.0, 9%, 0.9, 50
22. Cc1ccc(N2CC(C(=O)Nc3cc(C)on3)CC2=O)c(C)c1 (configuration not stated)
    -2%, -4%, -6%, -0.3%, -3%, 4%, i, 0.3, -5%, 3.0, 48
23. CC(C)(C)C(=O)NNC(=O)c1ccc(Oc2cc(Cl)cc(Cl)c2)o1
    -4%, 0%, -11%, -0.1%, -1%, 5%, i, 0.4, 5%, -1.0, 62
24. Cc1nc(CNS(=O)(=O)c2cccs2)cs1
    6%, -6%, -2%, -0.8%, 1%, 9%, i, 0.2, -1%, 0.5, 75
25. Cc1cccc(C)c1NC(=O)N1CC=C(n2c(=O)[nH]c3ccccc32)CC1
    -2%, -7%, 8%, -0.1%, -8%, 8%, i, 1.3, -2%, 0.7, 47
26. FC(F)(F)C(F)(F)C(F)(F)c1nnc2ccc(N3CCOCC3)nn12
    1%, -8%, -1%, -0.1%, 2%, 5%, i, 0.6, 6%, 1.1, 62
27. CCn1cc(CCCC(=O)NCc2cccnc2)c2ccccc21
    7%, -9%, -13%, 1.3%, 16%, /, i, 0.7, 11%, 3.5, 87
28. C=CCNC(=O)/C(C#N)=C/c1ccc2c(c1)OCCO2
    3%, -1%, -4%, 1.1%, 8%, -6%, i, 0.2, 1%, 0.8, 43
29. O=C(Nc1ccc(S(=O)(=O)Nc2ccccc2)cc1)C1COc2ccccc2O1 (configuration not stated)
    -5%, -3%, -3%, -0.8%, -3%, 3%, i, 9.2, 15%, 7.0, 39
30. CN1CCN(S(=O)(=O)c2cccc(C(=O)NC3CCCC3)c2)CC1
    /, /, /, /, 8%, 4%, i, 0.9, /, -0.8, 60
31. O=C(N/N=C/c1ccc([N+](=O)[O-])o1)c1ccncc1
    0%, -9%, 5%, 15%, 4%, /, i, 0.3, 2%, -1.0, 43
32. CC(=O)N1CCN(c2ccc(NC(=O)c3ccc(OCc4ccccc4)cc3)cc2)CC1
    4%, -4%, -12%, -0.7%, -6%, 13%, i, 0.4, -16%, -0.4, 82
33. COc1ccc(CN(C(=O)c2cc3ccccc3oc2=O)C2CCCC2)cc1
    6%, -5%, -8%, 0.6%, -7%, -3%, i, 0.3, 0%, -2.1, 71
34. Cc1ccc(C(=O)NN2CCOCC2)cc1[N+](=O)[O-]
    6%, -6%, 2%, 1.3%, -4%, 3%, i, 0.5, 10%, 2.0, 63
35. O=C(N/N=C/c1ccc(Br)s1)c1ccccc1[N+](=O)[O-]
    6%, 5%, -14%, -0.6%, -2%, 7%, i, 1.3, 13%, 1.1, 85
36. Cc1cc(=S)[nH]c2ccccc12
    0%, -8%, 7%, -1.1%, 8%, 6%, i, 0.7, -3%, 2.2, 67
37. CC(C)CC(C(=O)O)N1C(=O)[C@@H]2[C@H](C1=O)[C@@H]1C[C@H]2C(Br)C1Br (some centres not stated)
    5%, 0%, 4%, 3.5%, -22%, 5%, i, 1.0, 8%, 1.2, 62
38. CSc1ncc(Cl)c(C(=O)Nc2ccccc2[N+](=O)[O-])n1
    -2%, -3%, 10%, 1.5%, 2%, 0%, i, 0.6, -1%, -1.6, 43
39. Cc1onc(-c2ccccc2)c1C(=O)Nc1nnc(N2CCCCCC2)s1
    -8%, 0%, -4%, -1.4%, 11%, 5%, i, 6.0, -9%, 1.5, 56
40. COc1ccccc1OCC(=O)Nc1cc(NC(=O)COc2ccccc2OC)cc(C(=O)O)c1
    2%, -4%, -3%, 14%, -9%, 20%, i, 0.4, 1%, -1.3, 52
41. O=C(NC(=S)Nc1ccc(CN2CCOCC2)cc1)c1ccc(-c2ccc(Cl)cc2)o1
    13%, -1%, 5%, 1.2%, -10%, /, /, /, 14%, 2.7, 47
42. O=C(c1ccccn1)N1CCCC(N2CCN(c3cccc(C(F)(F)F)c3)CC2)C1 (configuration not stated)
    2%, -5%, 3%, -0.7%, -3%, 2%, i, 2.8, -7%, -0.2, 50
43. COc1cc2c(cc1OC)CN(CCC(=O)c1ccc(Br)cc1)CC2
    5%, -3%, 6%, 1.2%, 15%, -12%, i, 0.4, 4%, 3.6, 54
44. CCN(CC)C(=O)CSc1ncnc2c(-c3ccc(OC)cc3)nsc12
    14%, -1%, 16%, 1.0%, 5%, /, /, /, 10%, -1.0, 33
45. Cc1onc(-c2ccccc2)c1NC(=O)Nc1ccc(OC(F)F)cc1
    -1%, -7%, 2%, -0.4%, -9%, /, i, 0.3, 0%, -1.2, 42
46. Oc1ccccc1C1=NN(c2ccccc2)C(c2ccc(F)cc2)C1 (configuration not stated)
    -6%, -4%, 2%, 0.5%, 9%, 9%, i, 0.4, -11%, 4.0, 87

Part of the list above, in transposed form:
31	O=C(N/N=C/c1ccc([N+](=O)[O-])o1)c1ccncc1
32	CC(=O)N1CCN(c2ccc(NC(=O)c3ccc(OCc4ccccc4)cc3)cc2)CC1
33	COc1ccc(CN(C(=O)c2cc3ccccc3oc2=O)C2CCCC2)cc1
34	Cc1ccc(C(=O)NN2CCOCC2)cc1[N+](=O)[O-]
35	O=C(N/N=C/c1ccc(Br)s1)c1ccccc1[N+](=O)[O-]
36	Cc1cc(=S)[nH]c2ccccc12
37	CC(C)CC(C(=O)O)N1C(=O)[C@@H]2[C@H](C1=O)[C@@H]1C[C@H]2C(Br)C1Br (some centres not stated)
38	CSc1ncc(Cl)c(C(=O)Nc2ccccc2[N+](=O)[O-])n1
39	Cc1onc(-c2ccccc2)c1C(=O)Nc1nnc(N2CCCCCC2)s1
40	COc1ccccc1OCC(=O)Nc1cc(NC(=O)COc2ccccc2OC)cc(C(=O)O)c1

Assay by compound	31	32	33	34	35	36	37	38	39	40
Siah-1 displacement	0%	4%	6%	6%	6%	0%	5%	-2%	-8%	2%
LYP phosphatase	-9%	-4%	-5%	-6%	5%	-8%	0%	-3%	0%	-4%
GPR35 antagonists	5%	-12%	-8%	2%	-14%	7%	4%	10%	-4%	-3%
HIV fusion peptide	15%	-0.7%	0.6%	1.3%	-0.6%	-1.1%	3.5%	1.5%	-1.4%	14%
Salmonella PhoP GFP	4%	-6%	-7%	-4%	-2%	8%	-22%	2%	11%	-9%
Rac1 GTP hydrolysis	/	13%	-3%	3%	7%	6%	5%	0%	5%	20%
Myeloid diff 2	i	i	i	i	i	i	i	i	i	i
Myeloid diff 2 GFP+ MAC1+ %	0.3	0.4	0.3	0.5	1.3	0.7	1.0	0.6	6.0	0.4
GPR55 antagonists	2%	-16%	0%	10%	13%	-3%	8%	-1%	-9%	1%
NTR1 agonist	-1.0	-0.4	-2.1	2.0	1.1	2.2	1.2	-1.6	1.5	-1.3
NTR1 agonist cell count 20 µM	43	82	71	63	85	67	62	43	56	52
